Source: PubChem BioAssay (National Center for Advancing Translational Sciences (NCATS))
CCT modulator – cytosolic chaperonin activity modulation; purified chaperonin ATPase assay, HTRF ADP detection, 30 min; activity change, % (no concentration beside the values), hits read low; 0.3% of 360,000 active; AID 651819; in the data active = activity change below about -30%; note: % is set by controls: 0 for no effect and ±100 for the full control effect
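TRiC (40 or 20 nM final, by batch activity) in 30 mM Tris pH 7.4, 100 mM KCl, 5 mM MgCl2, 1 mM DTT was treated with compound at 76 uM single dose, then 10 uM ATP, 30 min at 37 °C. ADP was read by HTRF Transcreener.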
Abeta rescue – A-beta toxicity reversal in yeast; yeast expressing A-beta42, growth rescue, OD600, 48 h; response scale: 0% DMSO, 100% iron-clioquinol control; Potency, µM (titrated, usually from 46.1 µM), for inactives: top-dose growth rescue, usual class: activators; 0.063% of 410,000 active; AID 1347071; note: potency is the fitted concentration of half-maximal effect; nearly all actives have a fitted effect of over 55% in size
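Yeast growth medium received pinned compounds, then yeast cells expressing toxic A-beta were added; plates incubated at 30 C for 48 hr. Growth read as absorbance at 600 nm, normalized to DMSO and equimolar FeCl3 plus clioquinol controls.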
A549 tox – counter-screen for Nrf2 inhibitors: cytotoxicity in A549 cells. A549 ARE-Fluc cells, CellTiter-Fluor viability, 18-24 h. Potency, µM (top dose mostly 46 µM), without a hit: at the highest dose activity change, negative = cytotoxicity, actives largely listed as inhibitors. 0.16% of 390,000 active. AID 504648; note: potency is the fitted concentration of half-maximal effect; % is set by controls: 0 for no effect and ±100 for the full control effect
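A549 ARE-Fluc cells in 5% FBS OPTI-MEM, 5000 cells/well, rested 2 h then exposed to compounds in concentration-response for 18-24 h at 37 °C. Viability by CellTiter-Fluor fluorescence (Ex 405/Em 525) after 30 min; luciferase luminescence (BugLite, 15 min, RT) read afterwards.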
HepG2 viability – counter-screen for TGF-b inhibitors: cytotoxicity in HepG2 cells. HepG2 CAGA-GFP viability, ATP luminescence, 18 h. Potency, µM (doses to about 46.1 µM), inactives show top-dose activity change, negative = cytotoxicity, most hits filed as cytotoxic. 0.76% of 410,000 active; note: potency is the fitted concentration of half-maximal effect; some results filed as inactive show a strong effect at the top dose
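HepG2 CAGA-GFP cells (1000/well, DMEM with 1% FBS) received compound, then TGF-beta at 500 pg/mL final, and were incubated 18 hours at 37 degrees C. Viability was read by CellTiter-Glo luminescence. Media-only wells were set as complete cell-killing and DMSO as no toxicity.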
Nrf2 block – inhibitors of Nrf2 signaling. A549 ARE-Fluc reporter, luciferase luminescence, 18-24 h. Potency, µM (highest dose often 46 µM), without a hit: at the top dose activity change, negative = inhibition, usual class: inhibitors. 2.1% of 360,000 active. AID 504444; note: potency is the fitted concentration of half-maximal effect; % is set by controls: 0 for no effect and ±100 for the full control effect; nearly all actives have a fitted effect of over 60% in size
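A549 ARE_Fluc cells (5000/well, 5% FBS OPTI-MEM) pre-incubated 2 h, then treated with compounds 18-24 h at 37C/5% CO2 in concentration-response. CellTiter-Fluor viability read first; BugLite luciferase luminescence after 15 min at room temperature gives Nrf2 activity.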
Nrf2 activator – activates Nrf2 signaling; AREc32 ARE-luciferase reporter (MCF7-derived line), luminescence, 24 h; Potency, µM (titrated, usually from 46.1 µM), without a hit: at the top dose activation, usual class: activators; 0.31% of 410,000 active; AID 624171; note: potency is the fitted concentration of half-maximal effect; % of control where 0% means no effect; nearly all actives have a fitted effect of over 65% in size
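For detection, Steady-Glo was added and plates sat 30 min at RT; before that, AREc32_Fluc cells grown overnight in OPTI-MEM/5% FBS had been treated with 23 nL compound for 24 hr at 37 deg C.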
Akt phos inh – inhibitors of Akt phosphorylation | Neuro2A IGF-stimulated pAkt S473 HTRF, 20 min; hits give low values | activity change, % for hits at 50 µM | 0.32% of 360,000 active | AID 651550; in the data active = activity change below about -80%; inconclusive = mostly about -51% to -80%; note: % is set by controls: 0 for no effect and ±100 for the full control effect
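Single-point screen (50 µM final compound) in Neuro2A cells stimulated 20 min with 6 nM IGF at 37 deg C. After lysis, Ser473-phosphorylated Akt read by HTRF (ex 330 nm, em 615/665 nm) as the 665/615 ratio.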
Mm-Cpn inhibitor – blocks the Methanococcus maripaludis chaperonin Mm-Cpn; AID 504842; Potency, µM (top dose mostly 76.9 µM), inactives show top-dose activity, negative = inhibition, actives largely listed as inhibitors; purified Mm-Cpn ATPase, ADP Transcreener TR-FRET; 0.031% of 330,000 active; note: potency is the fitted concentration of half-maximal effect; % is set by controls: 0 for no effect and ±100 for the full control effect; nearly all actives have a fitted effect of over 80% in size
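Measured: ADP formation by purified Mm-CPN. Conditions: 25 nM protein, 10 uM ATP, Tris pH 7.4 with Mg2+, K+ and DTT, 37°C for 30 min. Detection: Transcreener HTRF after 30 min at room temperature.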
TGFb SMAD3 inh – blocks TGF-b signaling; HepG2 CAGA-GFP TGF-b/SMAD3 reporter, GFP fluorescence, 18 h; TGF-beta stimulated, 500 pg/mL final; Potency, µM (titrated, usually from 46.1 µM), without a hit: at the highest dose activity, negative = inhibition, most hits filed as inhibitors; 1.2% of 410,000 active; AID 588855; note: potency is the fitted concentration of half-maximal effect; % is set by controls: 0 for no effect and ±100 for the full control effect; nearly all actives have a fitted effect of over 65% in size
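Per well, imaged GFP fluorescence of HEPG2 CAGA-GFP cells gives the signal; cells get compound, then TGF-beta (500 pg/mL final), 18 h at 37 degrees C; %Activity versus -TGF-beta and +DMSO controls.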
* = called active by the depositor; i = inactive; ? = inconclusive; · = not tested or not shown; [ ] = remark or other dose. Unless noted, calls come from the whole dose curve; as a rule, active = well fitted curve in the direction sought with a large enough effect; inconclusive = small, poorly fitted or top-dose-only effect, or another doubt; inactive = no such curve, though single readings can be large; an effect the other way counts as inactive or inconclusive.

SMILES	CCT modulator	Abeta rescue	A549 tox	HepG2 viability	Nrf2 block	Nrf2 activator	Akt phos inh	Mm-Cpn inhibitor	TGFb SMAD3 inh
Cc1cccc(NC(=O)COC(=O)c2cc(C)oc2C)c1	2.7	9.4%	-1.4%	-0.9%	?	-0.3%	i	0.6%	2.3%
O=C1c2ccccc2NC(c2ccco2)N1/N=C/c1ccco1 (stereo unspecified)	-0.8	5.4%	-6.7%	-19.6%	?	23.8%	i	-2.7%	-1.2%
CCCCNC(=O)C1CC(=O)N(C2CCCCC2)C1 (stereo unspecified)	-2.6	-5.1%	6.6%	-23.1%	0.7%	0.2%	i	0.5%	-15.7%
NS(=O)(=O)c1ccc(NC(=O)NC2CC(=O)N(c3ccc4c(c3)OCCO4)C2)cc1 (stereo unspecified)	1.8	-4.9%	-1.8%	4.9%	6.3%	4.7%	i	0.8%	1.1%
CCOc1ccc([N+](=O)[O-])cc1CNC1CCCCCCC1	-1.9	5.0%	-3.3%	-20.7%	-22.9%	-1.5%	i	-0.5%	8.6%
O=C1/C(=C/c2ccco2)CCc2ccccc21	1.2	-18.0%	1.8%	-21.8%	9.2%	?	i	-2.5%	-30.7%
Cc1ccccc1NS(=O)(=O)c1cc(C(=O)NCCC2=CCCCC2)ccc1Cl	-0.6	18.5%	-2.3%	-18.3%	?	0.3%	i	-0.8%	0.0%
CC(C)(C)c1ccc(CCC2OCC(C[N+]3(C)CCOCC3)O2)cc1 (stereo unspecified)	-0.8	5.7%	9.3%	8.2%	6.6%	-0.7%	i	-0.7%	24.9%
C#CCNC(=O)C1=C[C@@H](c2ccc(Br)cc2)C[C@@H](OCCCCO)O1	-1.5	-18.9%	3.4%	0.5%	-17.7%	4.1%	i	·	-2.4%
CC1CCN(CCOCCSc2ccc(Cl)cc2)CC1	-0.7	-0.5%	-17.1%	-11.5%	-5.7%	-0.5%	i	0.4%	-13.6%
Cc1ccc(-c2nnc(SCC(=O)NC3CCCC3)n2N)cc1	1.2	-18.7%	2.9%	4.6%	17.6%	0.6%	i	1.3%	-1.1%
CCCc1cc(=O)[nH]c(SCc2nc(-c3ccc(OCC)cc3)no2)n1	·	3.6%	0.8%	7.6%	·	-0.2%	·	·	-4.6%
C=C(C)COc1ccc(-c2nc(N)ncc2-c2ccc(OC)c(OC)c2)c(O)c1	1.5	9.9%	2.3%	-13.0%	0.5%	5.5%	i	-0.2%	0.0%
O=C(CNC(=O)c1ccccc1)N/N=C/c1cn[nH]c1-c1ccccc1	1.2	37.7%	-0.6%	1.7%	-3.9%	1.5%	i	1.3%	5.5%
Cc1cccc(OCC2Cn3c(nc4c3c(=O)[nH]c(=O)n4C)O2)c1 (stereo unspecified)	-7.9	7.0%	-3.5%	-41.7%	?	0.2%	i	0.2%	-8.6%
CCOC(=O)C1CCN(C(=O)C2CCC(=O)N(CC3CCCCC3)C2)CC1 (stereo unspecified)	0.0	-11.1%	-0.7%	-1.6%	?	-0.5%	i	1.1%	0.0%
Cn1c(=O)oc2cc(S(=O)(=O)N3CCCC(C(=O)N4CCc5ccccc5C4)C3)ccc21 (stereo unspecified)	-2.8	-62.9%[inhibitor]	-0.4%	-10.4%	-20.9%	0.5%	i	0.9%	?
CCOC(=O)c1cc2c(nc1NC(=S)Nc1ccccc1)CC(C)(CC)OC2 (stereo unspecified)	1.8	-6.8%	2.6%	-0.7%	-0.9%	-0.8%	i	1.5%	-1.1%
O=c1ccc2ccccc2o1	-0.1	-14.3%	0.4%	2.0%	9.6%	-0.2%	i	1.2%	0.3%
COc1cccc(-n2c(SCC#N)nnc2-c2cnccn2)c1	-0.5	13.8%	-13.7%	-6.3%	-26.9%	0.5%	i	1.5%	-1.1%
COc1ccc2c(CCNC(=O)c3ccc([N+](=O)[O-])cc3)c[nH]c2c1	-0.8	-4.4%	1.0%	-22.5%	-14.8%	0.0%	i	2.3%	-2.2%
CC1(C(=O)O)CCCN(C(=O)c2ccc3c(c2)C(C)(C)CCC3(C)C)C1 (stereo unspecified)	0.3	15.5%	·	-6.0%	·	-0.3%	i	·	-3.2%
Cc1cc(Br)cc(Cl)c1OC(=O)c1ccncc1	-0.3	-15.3%	?	-1.6%	4.6%	0.1%	i	2.2%	-2.9%
O=C(C1CCC(=O)N(C2CCCC2)C1)N1CCC(Oc2ccccc2Cl)CC1 (stereo unspecified)	-1.9	3.2%	-8.5%	-7.2%	?	0.7%	i	0.1%	?
O=C(OCCOCn1cc(Br)c(=O)[nH]c1=O)c1ccccc1	-0.5	7.1%	0.7%	-51.5%	-5.2%	-0.8%	i	·	0.0%
CCC(=O)Nc1cc(C(=O)O)ccc1Sc1ccc(C)cc1	-0.7	-8.2%	2.1%	4.7%	-14.0%	0.0%	i	0.9%	-1.1%
COC(=O)c1ccc(NC(=O)c2ccccc2C(=O)Nc2ccc(C(=O)OC)cc2)cc1	-0.9	-3.2%	-10.7%	-34.0%	?	0.0%	i	·	5.3%
O=S1(=O)NC(=NCCc2ccccn2)c2ccccc21	0.1	-3.9%	11.1%	33.4%	15.0%	-0.7%	i	-1.2%	3.2%
CCN(CC)c1ccc(NC(=O)CN2CCN(CC(=O)Nc3ccc(Cl)cc3)CC2)cc1	·	-14.1%	1.9%	-5.2%	·	3.5%	·	·	-3.5%
Cc1cc2cc(CNC(=S)Nc3ccc(OC(F)F)cc3)ccc2n1C	0.3	17.3%	-5.2%	-27.4%	-21.7%	2.9%	i	?	-15.3%
CCOC(=O)Cn1c(=O)oc2cc(S(=O)(=O)N3CCN(c4ccc(Cl)cc4)CC3)ccc21	·	-22.8%	0.6%	-10.6%	4.0%	2.4%	·	·	?
O=C(CCn1ccc2ccccc21)NC1CCCc2ccccc21 (stereo unspecified)	0.6	6.9%[9.22 µM]	-5.2%	6.8%	·	-0.4%	i	-6.7%	8.1%
COc1cc(C(=S)N2CCCC2)cc(Cl)c1O	-1.5	-0.8%	0.1%	2.6%	-5.2%	-0.3%	i	-3.1%	-18.4%
CCOC(=O)C1CCN(C(=O)CC(C)c2ccccc2)CC1 (stereo unspecified)	0.3	8.6%	-2.9%	-12.7%	-3.7%	0.3%	i	·	3.8%
Cc1ccc(S(=O)(=O)N(CC(=O)NCc2ccc(F)cc2)C(=O)N2CCN(C)CC2)cc1	2.1	9.6%	2.1%	1.8%	18.9%	0.3%	i	-1.3%	14.8%
CCC(=O)Nc1ccc(-c2ccc(N3CCC(C)CC3)nn2)cc1	-3.7	3.2%	6.1%	9.2%	?	-0.7%	i	-0.4%	2.3%
Cc1cccc(C(=O)Nc2ccc(S(=O)(=O)N3CCC(c4nc5ccccc5s4)CC3)cc2)c1	·	-13.5%	-2.6%	-3.4%	0.7%	-0.8%	·	·	29.8%
COc1cccc(C2CC3(CC(C)(C)NC(=S)N3)Oc3cc(O)ccc32)c1 (stereo unspecified)	-1.4	-7.5%	0.8%	-2.8%	9.4%	-0.1%	i	-0.3%	-0.9%
FC(F)(F)c1cnc(NNC(=S)Nc2cccnc2)c(Cl)c1	-2.8	-5.5%	7.4%	0.1%	-2.3%	-0.1%	i	-1.7%	?
COc1cccc(OC)c1C(=O)N1CCN(Cc2ccncc2)CC1	0.3	-1.2%	-9.9%	3.2%	8.4%	-0.2%	i	-1.2%	-8.9%
O=C(CSc1ccc(Br)c2cccc(Cl)c12)Nc1ccc(S(=O)(=O)Nc2nccs2)cc1	-36.7*	3.8%	4.5%	-22.1%	14.4%	-0.2%	i	?	?
O=[N+]([O-])c1cc(C(F)(F)F)ccc1N1CCN(S(=O)(=O)c2ccc3c(c2)CCCC3)CC1	-3.1	-4.6%	-19.1%	3.5%	14.6µM*	0.1%	i	1.5%	?
Cc1ccc(NCC(=O)N/N=C/c2ccc(C(=O)O)cc2)cc1	-0.2	4.3%	2.5%	-2.9%	-4.6%	-0.6%	i	1.0%	13.7%
Cc1nnc(OC(C)C)c2nn(-c3ccccc3F)c(C)c12	0.4	-17.9%	1.2%	-25.2%	0.3%	3.2%	i	-1.1%	-1.4%
COc1cccc(/C=C/C(=O)OCC(=O)N2c3ccccc3NC(=O)C2(C)C)c1	0.9	12.3%	-2.1%	4.3%	?	-0.1%	i	0.8%	0.0%
COc1cccc(C(=O)NC2CC(C)(C)NC(C)(C)C2)c1OC	0.1	0.7%	6.4%	-6.6%	10.0%	-0.6%	i	1.1%	-2.2%
O=c1[nH]c(C2CCN(S(=O)(=O)c3ccc4c(c3)OCCO4)CC2)nc2c1nnn2Cc1ccccc1F	1.4	7.3%	-17.4%	-1.8%	-3.5%	0.0%	i	0.0%	4.7%
Cc1ccc(NC(=O)CCc2nnc3ccc(NCc4ccco4)nn23)nc1	-0.4	0.5%	3.9%	-73.0%	12.0%	15.1%	i	2.7%	-7.8%

Gathered by group, the compounds so far containing two or more sulfur atoms
SMILES	CCT modulator	Abeta rescue	A549 tox	HepG2 viability	Nrf2 block	Nrf2 activator	Akt phos inh	Mm-Cpn inhibitor	TGFb SMAD3 inh
Cc1cccc(C(=O)Nc2ccc(S(=O)(=O)N3CCC(c4nc5ccccc5s4)CC3)cc2)c1	·	-13.5%	-2.6%	-3.4%	0.7%	-0.8%	·	·	29.8%
O=C(CSc1ccc(Br)c2cccc(Cl)c12)Nc1ccc(S(=O)(=O)Nc2nccs2)cc1	-36.7*	3.8%	4.5%	-22.1%	14.4%	-0.2%	i	?	?
